H69AR growth 86K: blocks growth of human H69AR lung tumor cells | H69AR lung tumor viability, ATP luminescence, 72 h; hits give low values | viability, % at 10 µM | 85,000 tested, 6% active | AID 598;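 active = viability at or below 40%; inactive = viability above 40%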;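 note: multidrug resistant small cell line overexpressing MRP-1 efflux transporter; 100% = mean luminescence of untreated control wells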
CD11b adhes inh: inhibitors of human CD11b/CD18 binding to fibrinogen | P05107+P11215 | K562 CD11b/CD18 adhesion to fibrinogen, ATPlite luminescence; Mn2+ added to activate the integrin | inhibition, % at 10 µM | 93,000 tested, 0.54% active | AID 1497;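 active = primary inhibition of 50% or more at 10 µM, then 40% or more on retest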; note: some results filed as inactive read as strong as hits
Fibroblast inh: blocks proliferation of human lung fibroblasts | LL 47 human lung fibroblast viability, ATP luminescence; hits give low values | viability, % at 10 µM | 85,000 tested, 1.1% active;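 active = viability at or below 50% in the single dose screen; inactive = viability above 50%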;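 note: compound exposure lasted 72 h before the ATP readout; 100% = median luminescence of untreated cell-only wells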
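test system = LL 47 human lung fibroblasts | amount = 1,150 fibroblasts seeded per well | medium = 15% FBS in IMEM | times = overnight cell rest, 72 h compound treatment at 37 °C | measured by = CellTiter-Glo luminescence measuring cellular ATP | read-out = viability percentage against median untreated-cell control | benchmarks = cell-only wells, no compound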
ERa coact pot: enhances coactivator binding to human estrogen receptor alpha; AID 639; 86,000 tested, 1.3% active; P03372; coactivator binding (% of control), % at 25.6 µM; TR-FRET ERalpha-LBD/SRC-Cy5 coactivator binding, 2 h; 100 = basal binding, no effect; in the data active = activity above about 200%;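 note: binding measured in presence of low estradiol as agonist stimulus; 0% = peptide alone without receptor and 100% = receptor with peptide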
Target sequence (P03372 whole entry, looked up, the tested form may be a part): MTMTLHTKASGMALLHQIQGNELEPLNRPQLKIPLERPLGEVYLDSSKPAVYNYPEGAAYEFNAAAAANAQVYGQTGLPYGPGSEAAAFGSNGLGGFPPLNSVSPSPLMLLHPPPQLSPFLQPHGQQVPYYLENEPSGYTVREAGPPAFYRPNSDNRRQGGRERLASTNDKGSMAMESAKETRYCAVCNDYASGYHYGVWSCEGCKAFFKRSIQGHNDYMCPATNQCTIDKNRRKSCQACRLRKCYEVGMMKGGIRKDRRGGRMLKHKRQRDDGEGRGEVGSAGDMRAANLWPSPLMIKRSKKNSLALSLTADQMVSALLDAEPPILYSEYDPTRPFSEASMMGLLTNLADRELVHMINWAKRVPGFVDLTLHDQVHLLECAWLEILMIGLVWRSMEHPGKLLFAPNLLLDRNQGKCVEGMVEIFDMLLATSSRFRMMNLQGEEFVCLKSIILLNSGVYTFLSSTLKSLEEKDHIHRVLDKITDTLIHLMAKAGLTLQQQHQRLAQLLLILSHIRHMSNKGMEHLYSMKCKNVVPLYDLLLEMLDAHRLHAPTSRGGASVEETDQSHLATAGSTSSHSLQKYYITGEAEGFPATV
CYP2C19 inhib: blocks human cytochrome P450 2C19 | inhibition, % at 5 µM | CYP2C19 Supersomes, luciferin-H EGE luminescence, 30 min | 96,000 tested, 21% active;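 active = CYP2C19 inhibition above a set limit at 5 µM in the primary screen, cut at about 50% in these data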;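 note: plate controls were negative control wells for no effect and 2.5 mM tranylcypromine positive control for full effect; values of inactives mirror those of a sister screen read the other way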
Target sequence (P33261 whole entry, looked up): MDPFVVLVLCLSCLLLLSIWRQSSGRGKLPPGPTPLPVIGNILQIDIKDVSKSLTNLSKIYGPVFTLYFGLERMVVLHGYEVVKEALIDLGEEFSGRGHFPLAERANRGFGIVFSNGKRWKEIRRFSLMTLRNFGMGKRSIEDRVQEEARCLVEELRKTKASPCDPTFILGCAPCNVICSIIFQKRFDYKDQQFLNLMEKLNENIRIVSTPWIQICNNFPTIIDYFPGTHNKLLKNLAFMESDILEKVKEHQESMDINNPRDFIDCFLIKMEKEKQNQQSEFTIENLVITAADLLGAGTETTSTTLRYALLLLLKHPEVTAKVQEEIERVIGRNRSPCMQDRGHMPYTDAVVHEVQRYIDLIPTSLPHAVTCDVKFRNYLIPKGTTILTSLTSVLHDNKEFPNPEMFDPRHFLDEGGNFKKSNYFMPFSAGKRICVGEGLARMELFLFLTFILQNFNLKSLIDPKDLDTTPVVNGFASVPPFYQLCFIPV
HUVEC inhibit: inhibitors of human endothelial cell proliferation | HUVEC proliferation, CellTiter-Glo luminescence, 72 h; hits give low values | viability, % at 10 µM (by protocol) | 86,000 tested, 1.1% active;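 active = viability at or below 30%; inactive = viability above 30%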;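 note: 100% = median luminescence of DMSO-only cell control wells on each plate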
CD11b adhes enh: CD11b/CD18-fibrinogen binding enhancement; 93,000 tested, 0.07% active; activation, % at 10 µM; P05107+P11215; K562 CD11b/CD18 adhesion to fibrinogen, ATPlite luminescence;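 active = 10 µM primary screen giving 50% or more activity, confirmed by 40% or more on retest at that dose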; note: strong numbers were not always called active
CYP2C19 activ: activators of human cytochrome P450 2C19; recombinant CYP2C19, luciferin-H EGE luminescence; hits give high values; 0 = fully inhibited enzyme, 1 = untreated enzyme; activation factor at 5 µM; 96,000 tested, under 10 active; AID 1025;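 active = activation factor of at least 2 at 5 µM in the primary screen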;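 note: 0 = wells with 2.5 mM tranylcypromine and 1 = vehicle-only wells; values of inactives mirror those of a sister screen read the other way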
ERa coact inh: blocks coactivator binding to human estrogen receptor alpha | TR-FRET ER-alpha LBD / SRC-1 peptide, estradiol-bound | inhibition, % at 25.6 µM | 86,000 tested, 1.7% active; in the data active = inhibition above about 50%;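 note: 0% = receptor plus peptide control and 100% = peptide only without receptor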
* = called active by the depositor; x = not tested or not shown; [ ] = dose if it differs, or a comment.

SMILES	H69AR growth 86K	CD11b adhes inh	Fibroblast inh	ERa coact pot	CYP2C19 inhib	HUVEC inhibit	CD11b adhes enh	CYP2C19 activ	ERa coact inh
O=C(CSc1nc(-c2ccc(F)cc2)cs1)N1CCN(C(=O)c2ccco2)CC1	73.8	-20.7	95.7	97.0[fluorescence artefact?]	75.6*	99.6	2.5	0.2	-5.0
O=C(c1ccc2c(c1)OCO2)N1CCN(c2ccc(Cl)cc2)CC1	98.4	-10.0	x	98.7	97.3*	123.0	-0.1	0	-2.9[fluorescence artefact?]
COc1ccccc1OCCC(=O)OCCN1C(=O)c2ccccc2C1=O	88.4	-2.9	102.4	116.0	56.1*	102.8	-0.9	0.4	-5.8
Cc1ccc(S(=O)(=O)N2C(=O)C(c3ccccc3)SC2=Nc2ccccc2)cc1 (stereo not drawn)	x	-7.9	x	x	13.8	x	-4.8	0.9	x
COc1ccc(-c2nnc(SCC(=O)c3cc(C)n(Cc4cccs4)c3C)o2)cc1	86.0	-23.8	105.8	302.8*	80.2*	103.0	29.1	0.2	52.4*[fluorescence artefact?]
c1csc(-c2nn3c(Cn4nnc5ccccc54)nnc3s2)c1	92.4	-28.7	97.5	118.0	5.1	97.3	1.4	0.9	0.5[fluorescence artefact?]
CCCCNC(=O)CSc1nnc(-c2ccc(S(=O)(=O)N3CCCC3)cc2)n1C	86.9	x	97.6	100.6	x	93.2	x	x	-26.9
CCN1CCn2c3c(c4cc(C)ccc42)CCCC31 (stereo not drawn)	89.3	-7.0	109.9	79.4[fluorescence artefact?]	53.8*	96.1	-4.2	0.5	34.2[fluorescence artefact?]
CN(c1ccccc1C(=O)NCc1ccco1)S(C)(=O)=O	96.0	-11.8	103.0	87.3	4.2	96.2	-0.3	1	42.0[fluorescence artefact?]
O=c1cc(CO)oc(CN2CCCC2)c1O	86.4	10.4	103.2	106.5	-5.8	102.4	3.4	1.1	-5.7[fluorescence artefact?]
Cc1cc(Nc2ccc(F)cc2C)n2ncnc2n1	93.0	10.0	97.0	113.2	-6.8	106.0	-1.2	1.1	-4.5
CCCCCC(=O)Nc1ccc(S(=O)(=O)Nc2nccnc2OC)cc1	x	8.6	x	x	-8.5	x	-1.8	1.1	x
Cc1nc2c(c(=O)n1Cc1ccco1)c1nc3ccccc3nc1n2Cc1ccccc1	11.2*	-26.8	73.4	101.9[fluorescence artefact?]	3.0	48.5	95.7	1	79.5*
c1cc2c3c(cccc3c1)NC1(CCCCCC1)N2	51.2	11.0	82.8	115.5[fluorescence artefact?]	87.2*	5.5*	8.2	0.1	7.3[fluorescence artefact?]
COc1cccc(N2CCN(C(=O)CN(c3ccc(C)cc3)S(=O)(=O)c3c(C)n[nH]c3C)CC2)c1	68.9	-3.7	89.8	96.0	58.2*	87.0	-0.1	0.4	-10.1
Cc1nn(-c2ccccc2)c2sc(C(=O)OC3CCOC3=O)cc12 (stereo not drawn)	90.5	x	97.5	97.4	31.0	88.0	x	0.7	13.6[fluorescence artefact?]
COc1ccc(Cc2nnc3n2N=C(c2cc4ccccc4o2)CS3)cc1OC	35.0*	x	94.1	87.0[fluorescence artefact?]	x	82.1	x	x	4.4[fluorescence artefact?]
Cc1cnc(C(=O)OCC(=O)NC23CC4CC(CC(C4)C2)C3)cn1	x	-7.0	x	x	3.9	x	0.2	1	x
CCN(CCCNC(=O)CCCn1c(=O)[nH]c2ccccc2c1=O)c1cccc(C)c1	73.6	-0.4	x	107.8[fluorescence artefact?]	48.5	89.7	-0.2	0.5	-1.6
CC(=O)N1C(=O)C2(Nc3ccccc3N2)c2ccccc21	90.7	-2.0	93.8	117.1	-7.6	89.7	2.6	1.1	1.7
Cc1cc(C)cc(Nc2ccc([N+](=O)[O-])nc2[N+](=O)[O-])c1	x	2.5	x	x	21.7	x	4.8	0.8	x
CCOC(=O)C1=C(CC)Nc2ccccc2N=C1NC(=O)Cn1cnc2ccccc2c1=O	97.2	x	103.4	93.4	1.1	100.1	x	1	2.4
COc1ccc2cc3cc(C(=O)NCCN4CCN(c5ccccc5F)CC4)oc3nc2c1	75.3	x	94.3	109.1	19.5	53.1	x	0.8	0.4
C=CCCC(=O)Nc1nc(C)c(-c2csc(Nc3cc(Cl)ccc3OC)n2)s1	x	8.8	x	x	15.1	x	13.4	0.8	x
Cc1nn(C(C)c2n[nH]c(=S)n2-c2cccc(Cl)c2)c(C)c1[N+](=O)[O-] (stereo not drawn)	91.1	x	94.9	91.8	x	94.2	x	x	-42.5
COc1ccc(N2CCN(C(CNC(=O)c3ccco3)c3cccnc3)CC2)cc1 (stereo not drawn)	105.1	2.5	102.9	108.2[fluorescence artefact?]	9.1	112.2	-2.9	0.9	-13.5
COc1ccc(-n2c(Cc3cccn3C)nnc2SCC(=O)Nc2ccc(F)cc2F)cc1	83.3	2.6	86.5	96.6	27.1	88.6	3.4	0.7	-3.2
CC(=O)Nc1nc(C)c(C(C)=O)s1	98.8	-15.6	97.2	99.3	0.0	98.5	0.7	1	-3.0
N/C(=N\OC(=O)CCCOc1ccccc1)c1ccc(Br)cc1	x	-2.0	x	x	-1.7	x	-4.8	1	x
CCn1nc(CC(=O)Nc2ccc(-n3cnnn3)c(C)c2)c2ccccc2c1=O	86.9	-8.4	102.2	118.0	25.1	90.0	-2.2	0.7	5.8
CC(C)[N+](C)(CCOC(=O)C1c2ccccc2Oc2ccccc21)C(C)C	93.7	x	97.2	109.8	x	105.1	x	x	-7.0
COc1ccc(-c2noc(-c3ccc4c(c3)OCO4)n2)cc1	98.0	30.2	108.2	121.2[fluorescence artefact?]	5.7	109.3	-1.3	0.9	13.8
CCC(=O)N1CCN(c2ccccc2NC(=O)COc2ccccc2Cl)CC1	67.0	-16.6	88.8	92.0	87.3*	80.4	10.7	0.1	-14.7
O=C(CN1C(=O)c2ccccc2S1(=O)=O)Nc1ccccc1	87.1	x	103.4	107.1[fluorescence artefact?]	49.1	98.1	x	0.5	-7.9
C=CCc1cc(/C=C2/NC(=S)NC2=O)cc(OC)c1O	x	35.5	x	x	8.2	x	11.3	0.9	x
Oc1cccc2ccc(Nc3ccccn3)nc12	0.6*	42.1	54.4	109.3[fluorescence artefact?]	-0.1	2.6*	-4.5	1	4.8[fluorescence artefact?]
O=C(NC(NCC1CCCO1)C(Cl)(Cl)Cl)c1cccc2ccccc12 (stereo not drawn)	x	6.7	x	x	8.4	x	-3.1	0.9	x
Cn1c(=O)c2c(O)cc(=O)[nH]c2n(-c2ccccc2)c1=O	95.2	0.5	109.8	100.6[fluorescence artefact?]	-14.7	88.2	1.0	1.1	-19.6[fluorescence artefact?]
O=C1CCC(=O)N1CN(Cc1ccco1)CN1C(=O)CCC1=O	86.2	-15.0	100.0	107.4[fluorescence artefact?]	-11.9	90.5	-1.1	1.1	9.2
Cc1ccc(S(=O)(=O)N2CCN(C(=O)N(c3ccccc3)c3ccccc3)CC2)cc1	89.6	4.4	96.6	104.4	51.4*	88.4	-2.7	0.5	-2.0
O=C(O)CC(C(=O)Nc1ccc(Cl)c(Cl)c1)C1CCCO1 (stereo not drawn)	110.8	-17.6	105.0	94.7	4.8	88.1	-3.7	1	11.1
COc1ccc(-c2cc(-c3ccccc3O)[nH]n2)cc1OC	59.3	12.8	78.8	96.8	42.6	52.3	0.4	0.6	9.3
Cc1nnc(SCc2ccc(CC(=O)O)cc2)o1	104.0	-7.0	101.1	153.3	-4.8	93.6	-1.0	1	6.1
Cc1ccc(Cc2nnc3n(-c4ccccc4)nc(C(=O)c4ccccc4)n3c2=O)cc1	21.1*	x	95.2	106.4	x	54.8	x	x	-9.3
O=Nc1ccc(NOC(=O)c2ccc(Br)cc2)cc1	x	-12.5	x	x	16.9	x	-1.1	0.8	x
Cc1ccccc1OCCn1c(=O)sc2ccccc21	92.3	x	87.0	97.5	x	94.0	x	x	-5.3
CC1Cc2ccccc2N1C(=O)c1cccnc1 (stereo not drawn)	104.3	-32.5	91.0	95.2[fluorescence artefact?]	12.1	89.4	-0.5	0.9	-10.2
O=C(CCC1N=C2c3ccccc3N=C(SCc3cccc(Cl)c3)N2C1=O)NCc1ccco1 (stereo not drawn)	62.9	-0.8	106.6	256.7*[fluorescence artefact?]	20.5	76.4	3.0	0.8	39.2[fluorescence artefact?]
O=S1(=O)C=CC(Sc2nc3ccccc3[nH]2)C1 (stereo not drawn)	19.9*	27.6	101.8	104.3	20.2	102.0	0.4	0.8	-4.1
Cn1c(CO)c(-c2ccccc2)c2cc([N+](=O)[O-])ccc21	x	-3.4	x	x	28.6	x	-7.3	0.7	x
C=C(C)CSc1nnc(-c2ccccc2)n1N	102.6	-7.7	98.5	114.5[fluorescence artefact?]	5.3	96.8	-4.4	0.9	-12.6
O=C1C(c2ccc(F)cc2)N(Cc2ccc3c(c2)OCO3)C(=O)CN1C1CCCCC1 (stereo not drawn)	x	3.5	89.0	99.0	18.8	92.7	2.1	0.8	-9.0
Cc1ccccc1Cn1ccc(NC(=O)c2cnn3cccnc23)n1	83.4	-1.6	107.4	106.7	45.2	99.0	1.6	0.5	27.3
O=C(Nc1cccc(-c2cn3cccnc3n2)c1)c1ccc2c(c1)OCO2	52.7	8.3	100.3	116.1[fluorescence artefact?]	10.0	77.9	24.6	0.9	60.5*
Cc1ccc2nc(NC(=O)CNS(=O)(=O)c3ccc(Br)s3)sc2c1	78.3	1.4	89.5	117.9	20.8	81.0	-3.6	0.8	-3.3
Cc1ccc(S(=O)(=O)N/N=C/c2ccc(C(=O)O)cc2)cc1	x	-1.1	x	x	-11.3	x	-3.2	1.1	x
O=C1CN(C(=O)COC(=O)CCSc2ccccc2Cl)c2ccccc2N1	x	-34.2	x	x	21.6	x	0.1	0.8	x
CCOC(=O)C1=C(C)NC(=O)NC1c1ccco1 (stereo not drawn)	97.3	25.5	104.3	61.3	-12.7	107.4	-0.7	1.1	48.2[fluorescence artefact?]
CCCCSc1nnc2n(CCc3ccccc3)c(=O)c3c4c(sc3n12)COC(C)(C)C4	82.8	-0.8	88.9	96.1	80.5*	94.8	0.5	0.2	-5.4
O=S(=O)(c1ccc(F)cc1)N1CCC(N2CCCCCC2)CC1	88.5	7.4	97.9	103.6	11.3	97.0	-0.7	0.9	-6.1
Next section:
SMILES	H69AR growth 86K	CD11b adhes inh	Fibroblast inh	ERa coact pot	CYP2C19 inhib	HUVEC inhibit	CD11b adhes enh	CYP2C19 activ	ERa coact inh
CC(=O)Nc1c(Br)cc(N2C(=O)CCC2=O)cc1Br	94.0	x	98.7	113.1	x	88.3	x	x	8.5
C=CCOC(=O)COc1ccc2c(C)c(C)c(=O)oc2c1C	74.5	x	93.7	119.3[fluorescence artefact?]	x	92.8	x	x	2.2
COc1ccc(NC(=O)CCSc2nnc(C)s2)cc1	88.9	2.3	112.1	80.1[fluorescence artefact?]	-11.9	99.6	2.6	1.1	-6.0
COc1ccc2[nH]c(=O)c(CN(CCCN(C)C)C(=O)Nc3ccc(F)cc3)cc2c1	70.9	2.0	94.2	136.8	15.6	105.5	-4.5	0.8	-1.9

For convenience, three of the compounds above:
SMILES	H69AR growth 86K	CD11b adhes inh	Fibroblast inh	ERa coact pot	CYP2C19 inhib	HUVEC inhibit	CD11b adhes enh	CYP2C19 activ	ERa coact inh
C=CCOC(=O)COc1ccc2c(C)c(C)c(=O)oc2c1C	74.5	x	93.7	119.3[fluorescence artefact?]	x	92.8	x	x	2.2
COc1ccc(NC(=O)CCSc2nnc(C)s2)cc1	88.9	2.3	112.1	80.1[fluorescence artefact?]	-11.9	99.6	2.6	1.1	-6.0
COc1ccc2[nH]c(=O)c(CN(CCCN(C)C)C(=O)Nc3ccc(F)cc3)cc2c1	70.9	2.0	94.2	136.8	15.6	105.5	-4.5	0.8	-1.9

The order is random; 26% or so of the library scored in one or more.
